# Screening data (PubChem)
# ST2 IL33 inh = inhibitors of human ST2 (IL1RL1) binding to IL-33 | Q01638 | AlphaLISA ST2-Fc/biotin-IL-33 interaction, 1 h | inhibition, % for hits at 17 µM | actives 2.3% (n = 78,000) | AID 1259354; in the data active = inhibition above about 30%; inconclusive = mostly about 10% to 28%
# Target sequence (Q01638 whole entry, looked up): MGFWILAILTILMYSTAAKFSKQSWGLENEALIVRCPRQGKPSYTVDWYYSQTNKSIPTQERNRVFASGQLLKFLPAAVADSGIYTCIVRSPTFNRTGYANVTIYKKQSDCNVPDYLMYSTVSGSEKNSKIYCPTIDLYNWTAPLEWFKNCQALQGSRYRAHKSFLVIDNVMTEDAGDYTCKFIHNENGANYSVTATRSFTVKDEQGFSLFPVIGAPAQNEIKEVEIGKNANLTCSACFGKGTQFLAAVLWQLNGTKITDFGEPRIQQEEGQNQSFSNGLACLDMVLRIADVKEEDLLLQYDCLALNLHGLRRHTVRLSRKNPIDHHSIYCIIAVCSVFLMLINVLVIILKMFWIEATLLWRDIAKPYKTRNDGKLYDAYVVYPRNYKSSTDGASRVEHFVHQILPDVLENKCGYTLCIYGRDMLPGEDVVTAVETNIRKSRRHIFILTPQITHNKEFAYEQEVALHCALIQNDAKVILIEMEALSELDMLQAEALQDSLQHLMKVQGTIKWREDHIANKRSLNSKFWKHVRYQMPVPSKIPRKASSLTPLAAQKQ
# Starred values were filed as active, the others as inactive; i = inactive; ? = inconclusive. The list is partial; rates above refer to the full screens.
smiles,ST2 IL33 inh
Cc1cc(C)cc(NC(=O)CSc2nc3c(c(=O)n2-c2ccc(F)cc2)SCC3)c1,?
CC(CCN1CCOCC1)n1cnc(-c2ccccc2)c1-c1ccsc1 (stereo not given),i
CCn1cc(C(=O)N2CCCCCC2)c(=O)c2cc(S(=O)(=O)N3CCOCC3)ccc21,i
CCN(CCc1nc2ccc(C)cc2[nH]1)C(=O)c1ccc2ncccc2c1,?
COc1cccc(OCC(O)CN2CCC(Cc3ccccc3)CC2)c1 (stereo not given),i
CCC(=O)Nc1c2c(nn1-c1ccccc1)CSC2,i
O=C1CC(c2ccc(F)c(F)c2)c2cc(Br)c3ccccc3c2N1 (stereo not given),i
CCNC(=O)N1CCC[C@@H](O)[C@H](NC(=O)c2ccc(OCc3c(C)noc3C)cc2)C1,i
Cc1ccc(C2CC(=O)C3=C(C2)Nc2ccccc2NC3c2cccc(F)c2)cc1 (stereo not given),?
COc1ccc2nc3oc(C(=O)N4CCN(c5ccccc5OC)CC4)cc3cc2c1,i
Cc1nnsc1CN(C)C(=O)Cc1cc2c(cc1Cl)OCCO2,?
CCOc1ncccc1CNC(=O)C1Cc2ccccc2CN1CC (stereo not given),?
COc1ccc(N2C(=O)C3CCCCC3C2=O)c(OC)c1 (stereo not given),?
COc1cccc(C2C(N3C(=O)c4ccccc4C3=O)C(=O)N2c2ccc(C)c(Cl)c2)c1 (stereo not given),i
CCc1c(-c2ccccc2)nc2ccccc2c1C(=O)NC1CC1,i

# Part of the list above in order of molecular weight, smallest number first:
smiles,ST2 IL33 inh
CCOc1ncccc1CNC(=O)C1Cc2ccccc2CN1CC (stereo not given),?
Cc1nnsc1CN(C)C(=O)Cc1cc2c(cc1Cl)OCCO2,?
COc1cccc(OCC(O)CN2CCC(Cc3ccccc3)CC2)c1 (stereo not given),i

# (list continues)
smiles,ST2 IL33 inh
O=C(Nc1ncc([N+](=O)[O-])s1)c1ccccc1F,i
Cc1nc2sccn2c1C(=O)NC1CC(C)(C)Cc2c1cnn2-c1ccccc1 (stereo not given),i
c1ccc(CCn2c3ccccc3c3nnc(SCCN4CCOCC4)nc32)cc1,i
Cc1ccc(C(N)=O)c(N2CC[C@@H](c3ccc4c(c3)OCO4)[C@H](O)C2)n1,i
CCN(CC)C(=O)Cn1cnc2sc(C(=O)Nc3ccc(C(F)(F)F)cc3)c(C)c2c1=O,i
COc1ccc(OCc2cc(C(=O)N3CCSCC3)n[nH]2)c(Cl)c1,i
CC1(c2ccccc2)CC(C)(C)N(C(=O)CN2C(=O)C3CCCCC3C2=O)c2ccccc21 (stereo not given),?
COc1ccc(C(=O)Nc2ccccc2C(=O)Nc2ccc(F)cc2)cc1,i
O=C(N[C@H]1CCC[C@H]1Cc1ccc(F)cc1)C(=O)c1ccco1,i
CCc1ccc2oc(=O)cc(CN3CCC(Oc4cccnc4)CC3)c2c1,i
COc1cc2[nH]c(=O)n(CCCC(=O)N3CCc4ccccc4C3)c(=O)c2cc1OC,i
CCOc1ccc(-n2cc(-c3ccc(OC)cc3)[nH]c2=O)cc1,?
COc1ccc(C(=O)NCC2(c3ccc(OC)c(OC)c3)CCCC2)c(OC)c1,i
Cc1ccccc1CN1C(=O)/C(=C/C(=O)NC(C)c2ccccc2)Sc2ccccc21 (stereo not given),?
C/C(=C\c1ccccc1)CN1CCC(Oc2cccc(C(=O)N3CCCC3)c2)CC1,?
CCOC(=O)c1c(NC(=O)C2=COCCO2)sc2c1CCN(Cc1ccccc1)C2,?
CCOc1ccccc1CNC(=O)C(C)N1C(=O)COc2ccc(C)cc21 (stereo not given),i
COC1CCN(S(=O)(=O)N2CC(c3ccccn3)C2)CC1,i
CC1CCCCC1NC(=O)C1(O)c2ccccc2NC(=O)N1c1ccccc1 (stereo not given),?
CC(C)CN(CC(C)C)C(=O)c1c[nH]c2ccc(S(=O)(=O)Nc3ccccc3F)cc2c1=O,i
COc1ccc2oc(=O)c(NC(=O)/C=C/c3ccc(Cl)cc3Cl)cc2c1,i
O=C(c1ccc([N+](=O)[O-])o1)N1CCOCC1,i
C=CC(C)(CCC1(C)C(C)CC(OC2OC(C)C(O)C(O)C2OC2OC(C)C(O)C(O)C2O)C2(C)C(C)=CCCC12)OC1OC(C)C(O)C(OC2OC(C)C(O)C(O)C2O)C1OC1OC(C)C(O)C(O)C1O (stereo not given),i
CC(=O)N[C@@H]1c2ccccc2C2(CCN(C(=O)/C=C/c3ccccc3F)CC2)[C@H]1OCc1ccccc1,?
CC(C)=CCCC(C)(O)CCCC(C)(O)CCCC(C)(O)CCCC(C)(O)CCCC(C)(O)CCCC(C)(O)CCC/C(C)=C/CC/C(C)=C/CO (stereo not given),?
O=S(=O)(NC1CCCCC1)c1ccc(Br)s1,i
Cc1cc(Nc2ccncc2)n2c(nc3ccccc32)c1C#N,?
CC1C(=O)N(C)C(=O)c2nc[nH]c21 (stereo not given),i
O=C(NCc1ccccc1)c1ccc(Br)cc1,?
Cn1cnnc1Sc1ccc(CN2CCc3[nH]c4ccc(F)cc4c3C2)o1,i
Cc1ccc(C(=O)Nc2ccc(C)cc2NC(=O)c2ccc(C)cc2)cc1,?
Cc1c(C(=O)N2CCC(O)(CN(C)C)C2)sc2ncn(C)c(=O)c12 (stereo not given),i
COC(=O)c1cc(CN2CCN(C(=O)c3cccc(OC)c3)CC2)cs1,i
Cc1nc(S(=O)(=O)N(C)Cc2ccccc2)c(C#N)c(C)c1Cl,?
Cc1ccc(NC(=O)CNCCOc2ccccc2)c(C)c1,i
CCc1ccc(S(=O)(=O)NCc2nc3cccnc3n2CCOC)cc1,i
Cc1ccc2oc(-c3ccc(NC(=O)c4ccc([N+](=O)[O-])c(C)c4)cc3O)nc2c1,?
COC(=O)c1cccc(C(=O)NC(C)c2ccc(O)c(F)c2)c1 (stereo not given),?
COC(=O)c1ccc(-c2noc(CN3CC=CC3)n2)cc1,i
NC(=O)c1ccccc1-c1ccccc1C(=O)O,i
Cn1c(N2CCN(C3c4ccccc4-c4ccccc43)CC2)nc2ccccc21,?
CC(=O)Nc1ccc(S(=O)(=O)Nc2ccc3n(c2=O)C[C@H]2C[C@@H]3CN(C(=O)NC3CCCCC3)C2)cc1,i
Cc1nnsc1CN(C)Cc1cccc(C(=O)Nc2cnn(C)c2)c1,i
Cc1ccnc(NC(=O)c2cccc(S(=O)(=O)N3CCOCC3)c2)c1,i
O=S(=O)(c1cc(Cl)ccc1Cl)N1CCN(C23CC4CC(CC(C4)C2)C3)CC1,?

# For convenience, some entries already given.
smiles,ST2 IL33 inh
Cn1cnnc1Sc1ccc(CN2CCc3[nH]c4ccc(F)cc4c3C2)o1,i
Cc1ccc(C(=O)Nc2ccc(C)cc2NC(=O)c2ccc(C)cc2)cc1,?
Cc1c(C(=O)N2CCC(O)(CN(C)C)C2)sc2ncn(C)c(=O)c12 (stereo not given),i
COC(=O)c1cc(CN2CCN(C(=O)c3cccc(OC)c3)CC2)cs1,i

# Next part:
smiles,ST2 IL33 inh
CCOc1ccc(-c2cn(-c3cccc(Br)c3)c(=O)[nH]2)cc1Cl,i
CSCCCNC(=O)CC1C(=O)NCCN1Cc1cccc(C(F)(F)F)c1 (stereo not given),?
Cc1nn(CCCC(=O)Nc2cccnc2)c(C)c1[N+](=O)[O-],?
Cc1cccc(-c2cc(N3CCN(S(=O)(=O)c4ccc(F)c(Cl)c4)CC3)ncn2)c1,i
Cc1cc(NC(=O)c2cc(-c3ccc(Br)cc3)on2)n(-c2ccccc2)n1,i
O=C(/C=C/c1ccc(Cl)cc1Cl)NCCNc1c(Cl)cccc1[N+](=O)[O-],i
O=C(CN1C(=O)C2CCCN2C1=O)Nc1ccc([N+](=O)[O-])cc1 (stereo not given),?
Fc1ccc(-c2nccn2CCCc2nn[nH]n2)c(Cl)c1,i
Cc1cc(N2CCOC(CN)C2)nc(-c2ccccc2)n1 (stereo not given),i
Cc1nn(Cc2c(Cl)cccc2Cl)c(C)c1NC(=O)c1noc2c1CCCC2,?
Cn1ccnc1C(NC(=O)Cc1ccccn1)C1CC1 (stereo not given),i
N/C(=N/OC(=O)c1ccccc1Cl)c1ccccc1,i
Cc1ccccc1C(=O)Nc1ccc(Br)cc1,i
Cc1ccc(-n2nc(C)c([C@@H]3C=C[C@@H](NC(=O)NC(C)C)C3)c2C)cc1Cl,i
CCOC(=O)c1c(NC(=O)CN2C(=O)c3ccccc3C2=O)sc2c1CCN(CC)C2,i
c1ccc(CCn2cnnc2CNC2CCC3(CCNCC3)CC2)cc1,i
COc1cccc(CNc2ccc3c(c2)ncn3C)c1O,i
O=C(c1ccc([N+](=O)[O-])cc1)N1CCN(c2cccc(Cl)c2)CC1,?
O=C(CN1CCCN(Cc2ccccc2Cl)S1(=O)=O)NCc1ccc(F)cc1,i
CCOc1ccc(NC(=O)CN2C(=O)C(=O)c3ccccc32)cc1,?
Cc1ccc(CN2CC[C@H](c3nnc(Cc4c[nH]c5ccccc45)o3)C2)cc1,i
Cc1ccc(-n2c(SCC(=O)NCc3ccccc3)nc3c(c2=O)SCC3)cc1,?
Cc1ccc(NS(=O)(=O)c2cc(S(=O)(=O)c3ccccc3)ccc2C)cc1,?
COc1cccc2c1NC(c1ccc(F)cc1)C1CC=CC21 (stereo not given),?
CCOc1ccc(C2Oc3c(cc(Br)cc3OC)C=C2[N+](=O)[O-])cc1OC (stereo not given),36.0%*
CNC(=O)[C@@H]1C[C@H](N)CN1C(=O)c1cc(-c2ccccc2)nc2ccccc12,i
CC(C)CC1c2[nH]c3ccccc3c2CCN1Cc1cccnc1 (stereo not given),i
COc1ccc(CNC(=O)CCC2CCCN(C(=O)/C=C/c3cnc[nH]3)C2)c(OC)c1 (stereo not given),i
Cc1cccc(NS(=O)(=O)c2cccc(C(=O)Nc3ccc([N+](=O)[O-])cc3)c2)c1,?
CC1(C)CC(=O)C2=C(C1)Nc1ccccc1NC2c1ccccn1 (stereo not given),i

# Other compounds:
compound | ST2 IL33 inh
Cc1ccc(-c2noc([C@@H]3C[C@H](NC(=O)COc4ccccc4)CN3C)n2)cc1 | ?
CCOc1ccccc1N1CCN(Cc2ccc(N(C)C)cc2)CC1 | ?
Cc1ccc(S(=O)(=O)N2CCN(C(=O)c3cn[nH]c3C)CC2)cc1 | i
Cc1cccc(Cl)c1N1C(=O)c2ccc(Br)cc2C1=O | i
O=C(NCCN1CCN(c2ccccc2)CC1)C1CCN(S(=O)(=O)c2cccs2)CC1 | i
Oc1ccccc1C1OCC2(CO1)COC(c1ccccc1O)OC2 (stereo not given) | ?
Cc1ccnc(SCCn2c(N3CCOCC3)nc3c2c(=O)[nH]c(=O)n3C)n1 | i
O=C(c1cc2n(n1)CCN(C(=O)C1COCCO1)C2)N1CCCC1 (stereo not given) | i
COC(=O)c1ccc(NC(=O)CSc2nnc3ccccn23)cc1 | i
N#Cc1ccccc1NC(=O)c1ccc(F)cc1 | i
O=C(Nc1ccn(C2CC(OC(=O)c3ccccc3)C(CO)O2)c(=O)n1)c1ccccc1 (stereo not given) | ?
N#CC1=C(N)N(c2ccccc2C#N)C2=C(C(=O)CCC2)C1c1ccsc1 (stereo not given) | i
O=C1CCc2cc(-c3cccc4ccnn34)ccc21 | ?
N/C(=N/OC(=O)N1c2ccccc2Sc2ccccc21)c1ccccc1 | 50.0%*
COc1ccc(N2C(=O)C(N3C(=O)c4ccccc4C3=O)C2c2ccc(F)cc2)c(OC)c1 (stereo not given) | i
COc1cc(CN2CCc3c(cc(-c4ccc(F)c(C)c4)c(=O)n3C)C2)cc2c1OCO2 | ?
CCOC(=O)Oc1ccc2c(=O)c(Oc3ccc(OC)cc3)coc2c1 | i
CC1=C(C(=O)OC2CCCCC2)C(c2ccc(Br)cc2)n2nnnc2N1 (stereo not given) | i
N#Cc1cc2c(nc1SCC(=O)Nc1ccc(F)cc1)CCC2 | i
COC(=O)c1c(NC(=O)CCc2ccccc2)sc2c1CCN(C(C)C)C2 | ?

# The closing two entries of the part above open the next one.
compound | ST2 IL33 inh
N#Cc1cc2c(nc1SCC(=O)Nc1ccc(F)cc1)CCC2 | i
COC(=O)c1c(NC(=O)CCc2ccccc2)sc2c1CCN(C(C)C)C2 | ?
CCc1cnc(C)nc1N1CCCC(C(=O)c2ccc(OC)c(OC)c2)C1 (stereo not given) | i
CCCCNC(=O)C1(O)c2ccccc2NC(=O)N1c1ccc(Cl)c(Cl)c1 (stereo not given) | i
COc1ccc(S(=O)(=O)N2CCN(c3nc(C)cc(Nc4ccccc4)n3)CC2)cc1C | 34.0%*
COc1ccc(F)c(-c2nc(CN3CCCCC3c3nc4ccccc4[nH]3)c(C)o2)c1 (stereo not given) | ?
Cc1c(NC(=O)C(C)C)cccc1-c1nc2ccccc2s1 | i
CC(C)N1CCCC(CNC(=O)c2cn[nH]c2-c2ccccc2)C1 (stereo not given) | i
COc1ccc(-c2noc(COc3ccc(Br)cc3Cl)n2)cc1OC | i
Cc1ccc(CNS(=O)(=O)c2cc(Br)cc3c2N(C(=O)C2CC2)CC3)o1 | i
CCCn1cc(C(=O)N2CCNCC2C(=O)N2CCOCC2)c(C)n1 (stereo not given) | i
COCCCNC(=O)C1C2C=CC3(CN(Cc4ccccc4Cl)C(=O)C13)O2 (stereo not given) | i
CCNC(=O)N[C@H]1[C@H](O)[C@@H](N2CCN(c3ccccc3OC)CC2)[C@@H]2OC[C@H]1O2 | i
CC1(C)Cc2c(sc(NC(=O)COc3ccc(Cl)cc3)c2C#N)C(C)(C)N1 | i
COc1ccc(Br)cc1C1CC(=O)Nc2c1cc(Br)c1ccccc21 (stereo not given) | i
CC(C)(C)CN1CCCC2(CCN(C(=O)c3cn4cc(Cl)ccc4n3)C2)C1 (stereo not given) | i
CCOCCCNC(=O)c1cc2c(=O)n3ccccc3nc2n1C | i
